# Screening data deposited in PubChem BioAssay by National Center for Advancing Translational Sciences (NCATS).
# SNCA viab count = counter-screen for SNCA expression inhibitors: cell viability; HEK-293-SNCA-luc viability, GF-AFC fluorescence, 24 h; Potency, µM (titrated, usually from 57.1 µM), for the others: at the top dose activity change, negative = cytotoxicity, hits mostly cytotoxic; 150,000 compounds, 0.12% hits; AID 1671193;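 note: potency is the fitted concentration of half-maximal effect; 0% = DMSO-treated cells and -100% = medium-only wells without cells; nearly all actives have a fitted effect of over 30% in size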
#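 Cytotoxicity counterscreen: after 24 h compound treatment of genome-edited SNCA-luciferase HEK-293 cells, live-cell protease substrate GF-AFC read by fluorescence after 30 min; activity scaled between DMSO (0%) and medium-only (-100%), curves Hill-fitted.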
# IP6K1 inhibitor = inhibitors of human IP6K1; 140,000 compounds, 0.81% hits; IP6K1 kinase, ADP-Glo luminescence, 2 h; hits give low values; AID 1645851; activity change, % (series mostly up to about 58 µM); Q92551; in the data active = activity change below about -25%
# Target sequence (Q92551 whole entry, looked up): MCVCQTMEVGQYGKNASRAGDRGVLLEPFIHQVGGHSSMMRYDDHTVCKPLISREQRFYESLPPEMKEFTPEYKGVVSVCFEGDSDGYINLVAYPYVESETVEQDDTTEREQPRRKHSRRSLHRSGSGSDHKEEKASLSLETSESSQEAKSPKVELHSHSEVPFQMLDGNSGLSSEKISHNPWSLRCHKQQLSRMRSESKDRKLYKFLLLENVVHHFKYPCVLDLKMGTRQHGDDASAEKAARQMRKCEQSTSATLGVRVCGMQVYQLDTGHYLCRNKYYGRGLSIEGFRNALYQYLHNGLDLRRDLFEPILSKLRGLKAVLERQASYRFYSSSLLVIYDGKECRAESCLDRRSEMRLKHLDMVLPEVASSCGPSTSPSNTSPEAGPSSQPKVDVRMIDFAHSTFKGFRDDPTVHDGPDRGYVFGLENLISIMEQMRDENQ
#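 ADP-Glo luminescence measures ADP made by human IP6K1 during a 2 h RT reaction with ATP/IP6 (mix at 1.3 mM/130 uM); top library doses 57.5 and 19.1 uM final.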
# HEK cytotox = cytotoxic compounds in HEK 293 cells | HEK 293 viability, ATP luminescence (CellTiter-Glo), 48-72 h | AID 1345083 | 94,000 compounds, 6.6% hits | Potency, µM (series often up to 115 µM), inactives show at the top dose activity change, negative = cytotoxicity, actives largely listed as inhibitors; note: potency is the fitted concentration of half-maximal effect; nearly all actives have a fitted effect of over 60% in size
#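 HEK 293 cells seeded at 250 cells/well were exposed to compound for 48 or 72 hr at 37 degree Celsius. Viability taken as ATP content by CellTiter-Glo luminescence.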
# GPT2 inh = blocks human glutamate pyruvate transaminase 2 | Q8TD30 | Recombinant GPT2, coupled pyruvate oxidase/HRP Amplex Red fluorescence | Potency, µM (series often up to 57.7 µM), without a hit: top-dose activity change, negative = inhibition, most hits filed as inhibitors | 100,000 compounds, 0.25% hits; note: potency is the fitted concentration of half-maximal effect; nearly all actives have a fitted effect of over 60% in size; many of its hits are not listed in these tables
#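 GPT2 10ng/uL, a-KG 250uM, L-Ala 2mM, HEPES pH7.5 + 0.0001% Tween; 30 min RT. Then Amplex mix (PO/HRP/ThPP), 30 min RT dark, fluorescence. AOA 50uM used as positive control.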
# NIH3T3 tox = kills NIH 3T3 cells; NIH 3T3 viability, CellTiter-Glo ATP luminescence, 48-72 h; Potency, µM (series often up to 96.7 µM), without a hit: at the highest dose activity change, negative = cytotoxicity, actives largely listed as inhibitors; 94,000 compounds, 4.3% hits; AID 1345082; note: potency is the fitted concentration of half-maximal effect; nearly all actives have a fitted effect of over 55% in size
#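 Luminescent ATP readout (CellTiter-Glo, 10 min RT) after 48 or 72 hr compound exposure of NIH 3T3 cells seeded at 400 cells/well in 1536-well format; quantitative HTS.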
# FLuc inh = blocks purified firefly luciferase enzyme activity | purified P. pyralis luciferase, luminescence, biochemical | AID 1347043 | Potency, µM (top dose mostly 115 µM), inactives show top-dose activity change, negative = inhibition, most hits filed as inhibitors | P08659 | 76,000 compounds, 2.5% hits; note: potency is the fitted concentration of half-maximal effect; nearly all actives have a fitted effect of over 65% in size
# Target sequence (P08659 whole entry, looked up): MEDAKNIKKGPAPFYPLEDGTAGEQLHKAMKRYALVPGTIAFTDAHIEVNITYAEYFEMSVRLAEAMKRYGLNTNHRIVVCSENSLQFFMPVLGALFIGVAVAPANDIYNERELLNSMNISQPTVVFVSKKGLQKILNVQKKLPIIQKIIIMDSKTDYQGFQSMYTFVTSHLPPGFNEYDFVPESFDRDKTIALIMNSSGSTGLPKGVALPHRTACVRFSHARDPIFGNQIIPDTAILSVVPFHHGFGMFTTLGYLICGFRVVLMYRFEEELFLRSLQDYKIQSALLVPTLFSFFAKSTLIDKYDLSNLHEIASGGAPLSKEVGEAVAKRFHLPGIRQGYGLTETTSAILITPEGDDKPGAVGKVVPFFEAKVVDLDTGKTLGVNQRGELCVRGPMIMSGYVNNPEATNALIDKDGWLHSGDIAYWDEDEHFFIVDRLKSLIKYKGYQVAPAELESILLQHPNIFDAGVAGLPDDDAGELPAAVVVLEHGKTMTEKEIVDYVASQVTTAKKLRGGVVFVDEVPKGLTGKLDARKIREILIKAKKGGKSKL
#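 Cell-free enzyme assay, 10nM P. pyralis luciferase, luciferin and ATP each at 10uM. Inhibition profiled over a 6-point titration, read as luminescence.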
# SNCA expr inh = SNCA gene expression inhibition. HEK-293 SNCA-luciferase knock-in, luminescence, 24 h. Potency, µM (highest dose often 57.2 µM), inactives show at the top dose activity change, negative = inhibition, hits mostly inhibitors. 140,000 compounds, 0.17% hits. AID 1671194;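 note: potency is the fitted concentration of half-maximal effect; plate controls were DMSO cells for no effect and cell-free wells for full effect; nearly all actives have a fitted effect of over 45% in size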
# * marks the source's active call; other numbers are inactive results; i = inactive; ? = inconclusive; / = no result given; & = joins results of further samples; [ ] = another dose, or the depositor's remark. Unless noted, calls come from the whole dose curve; as a rule, active = well fitted curve in the direction sought with a large enough effect; inconclusive = small, poorly fitted or top-dose-only effect, or another doubt; inactive = no such curve, though single readings can be large; an effect the other way counts as inactive or inconclusive. Unless noted, % is set by controls: 0 for no effect and ±100 for the full control effect. An excerpt; the hit share may differ from the screen's.
nr	SMILES	SNCA viab count	IP6K1 inhibitor	HEK cytotox	GPT2 inh	NIH3T3 tox	FLuc inh	SNCA expr inh
1	Cc1ccc(-c2cccc(CN3CCCC(NC(=O)c4cccc(Cl)c4)C3)c2)cc1Cl (stereo not drawn)	-19%	-2	-5%	1%	-22%	/	-28%
2	O=c1oc2c(CN3CCN(CCO)CC3)c(O)ccc2cc1-c1ccccc1	?	18	/	/	/	/	4%
3	Cc1nn(CCC#N)c(C)c1[C@@H]1C=C[C@@H](NCc2ccc(C(C)C)cc2)C1	-13%[87.6 µM]	1	71µM*	i	?	9%[172 µM]	-21%[87.6 µM]
4	CCn1c(C2CCCN(C(=O)c3ccc(C(C)(C)C)cc3)C2)nn(C)c1=O (stereo not drawn)	-6%	-11	?	i	-23%	10%	-14%
5	Cc1ccc(-n2nc3c(=O)n(CCCC(=O)NCc4ccc(F)cc4)nc(C)c3c2C)cc1	18%	2	/	/	/	/	-8%
6	CC(=O)N[C@@H]1C[C@H](Cc2ccccc2)O[C@H](c2c(C)nn(C(C)(C)C)c2C)C1	6%	1	i	i	-12%	-3%	11%
7	Cc1ncsc1C(=O)N1CCc2c(n(Cc3ccccc3)n(-c3ccccc3)c2=O)C1	0%[87.6 µM]	23	-8%[172 µM]	-4%[88.5 µM]	?	-6%[172 µM]	-8%[87.6 µM]
8	Cc1ccc(NC(=O)N2CCc3c(C(=O)NCCCN4CCCC4=O)cccc32)cc1	2%	-5	45µM*	-7%	?	0.28µM*	2µM*
9	CCOC(=O)N1CCC(NC(=O)c2ccc3c(c2)N(Cc2cc(C)ccc2C)C(=O)c2ccccc2S3(=O)=O)CC1	-1%	-4	/	/	/	/	-30%
10	Cc1oc(C(O)c2cncnc2)nc1C(=O)Nc1ccc2c(c1)NC(=O)CO2 (stereo not drawn)	-1%[87.6 µM]	0	-11%[172 µM]	1%[88.5 µM]	?	-26%[172 µM]	-3%[87.6 µM]
11	CC(C)C(=O)NC1CCN(C(=O)c2ccc(-c3ncccc3C#N)cc2)CC1	1%[12.5 µM]	-1	-18%	-14%	?	/	15%
12	N#Cc1cccc(C(=O)N2CCCN(C(=O)C3CC3)C(c3ccccc3)CC(=O)NCC2)c1 (stereo not drawn)	1%	-5	-7%	2%	-12%	-5%	-12%
13	O=C(NCc1nc(-c2ncccn2)no1)C1CC2(CCNCC2)CN1 (stereo not drawn)	-8%	7	-6%	1%	i	-4%	-2%
14	COCCN1C(=O)CC[C@]2(C(=O)NCc3cccc(F)c3)CCCC[C@@H]12	-13%	8	-27%	i	-13%	1%	20%
15	CCOCCn1ccc2c(OCC(=O)Nc3ccc(C(N)=O)cc3)cccc2c1=O	12%	7	/	/	/	/	11%
16	COc1ccc(NC(=O)c2cc(C3CC3)nc3c2c(C)nn3-c2ccccc2)c(OC)c1	-1%	18	/	/	/	/	-12%
17	COCCCNC(=O)c1ccc2c(c1)nc(C)n2-c1cccc(C)c1	-11%	1	/	/	/	/	8%
18	COCCN1C(=O)[C@@H]2C[C@@H](CN2CC2CC2)Oc2ccccc21	0%[87.6 µM]	14	-12%[172 µM]	1%[88.5 µM]	-12%[138 µM]	-2%[172 µM]	-8%[87.6 µM]
19	CCN(CC)CCNC(=O)CCc1cc2cc(OC)ccc2[nH]c1=O	9%	9	18%	i	i	5%	2%
20	CC(C)(C)c1nc(C(=O)NCc2ccc(F)cc2)n2ccccc12	0%	0	?	-19%	?	/	4%
21	COc1cccc(C(=O)N2CC(Oc3ccccc3-c3nc(-c4ccccc4)no3)C2)c1	?	10	20µM*	-20%	?	?	?
22	CCc1ccccc1NC(=O)Cn1nc(C)c2nn(-c3ccc(Cl)cc3)c(C)c2c1=O	2%	32	/	/	/	/	-7%
23	COc1ccccc1Cn1c(=O)c(C(=O)N2CCN(C(=O)Nc3ccc(Cl)cc3)CC2)nc2cccnc21	-14%[12.5 µM]	0	?	1%	?	/	-4%
24	Cc1nn(-c2ccccc2)c(Oc2ccc(F)cc2F)c1CCC(=O)NCC1CC1	5%	-1	?	-8%	?	-6%	-5%
25	CC(C)C(=O)NCC(=O)N1CCC2(CC1)Nc1ccccc1NC2=O	-1%	-2	1%	i[11.5 µM]	1%	2%	-9%
26	CN1CC(=O)N(C2CCCNC2)Cc2c1ncnc2N1CCSCC1 (stereo not drawn)	3%	0	3%	-9%	0%	/	9%
27	CCC(C)NC(=O)Cn1nc(C)c2sc(-c3ccccc3)nc2c1=O (stereo not drawn)	-5%	25	?	4%	i	-4%	-29%
28	O=C(N[C@H]1CCN2C(=O)c3ccccc3NC(=O)[C@@H]2C1)c1cccs1	5%[87.6 µM]	-5	i	i	0%[174 µM]	1%[172 µM]	-4%[87.6 µM]
29	OCc1cc(CC2(NCc3ccc(C(F)(F)F)cc3)COC2)no1	4%[87.6 µM]	-5	-24%[172 µM]	-6%[88.5 µM]	-20%[174 µM]	0%[172 µM]	-2%[87.6 µM]
30	CC(C)n1c(C2CCN(C(=O)c3cn[nH]c3-c3ccc(F)cc3)CC2)nn(C)c1=O	2%	8	i	i	-3%	0%	8%
31	Cc1ccccc1NC(=O)Cn1nnc(C(=O)NCCc2ccccc2)c1N	16%	11	/	/	/	/	50%[activator]
32	Cc1ccc(C2Cn3nnc(C(=O)N4CCC(C(=O)NCc5cccnc5)CC4)c3CO2)cc1 (stereo not drawn)	4%	7	9%	1%	-2%	?	78%[activator]
33	Cc1ccc(C(=O)N2CCC3(CC2)CC(=O)c2ccc(Cl)cc2O3)cc1	3%	2	?	-33%	35µM*	-10%	-3%
34	COc1ccc(S(=O)(=O)N[C@H]2C[C@@H](c3nc(-c4cnccn4)no3)N(C)C2)cc1	1%[87.6 µM]	-16	-1%[172 µM]	1%[88.5 µM]	-8%[138 µM]	4%[172 µM]	-1%[87.6 µM]
35	Cc1ccc(NC(=O)CN2C(=O)CCc3ccccc32)cc1C	-8%	-1	/	/	/	/	10%
36	Cc1csc2nc(-c3cccc(NC(=O)c4cccc(F)c4)c3)cn12	-11%	-10	/	/	/	/	-16%
37	Cn1cccc1C(=O)NC1CCc2nn(C)c(=O)n2CC1 (stereo not drawn)	0%	-12	-4%	-18%	3%	4%	-3%
38	C[C@@H](NC(=O)N1CCOC[C@H]1c1ncc(-c2ccc(F)cc2)[nH]1)c1ccccc1	-8%[87.6 µM]	4	-24%[172 µM]	4%[88.5 µM]	-26%[138 µM]	-1%[172 µM]	-7%[87.6 µM]
39	CCN1CCCC2(Cc3ccccc3CN(C(=O)c3ccccc3)C2)C1 (stereo not drawn)	-9%	-2	?	2%	?	/	34%[activator]
40	CCC1(C)CC(=O)NC1=O (stereo not drawn)	0%	38	/	0%&-3%	/	/	17%
41	COc1ccccc1CNC(=O)Cn1c(=O)oc2ccccc21	-3%	2	/	/	/	/	12%
42	CS(=O)(=O)N1CCCC(C(=O)NCCc2cccnc2)CCNC(=O)CC1 (stereo not drawn)	3%	-3	i	3%	2%	-3%	-13%
43	CCOC(=O)C1=C(C)N=C2SC=C(CC(=O)N3CCCC3)N2C1c1cccc(F)c1 (stereo not drawn)	0%	-4	?	i	-20%	-10%	-13%
44	COc1ccccc1N1CCN(CC(O)COc2ccc(C)cc2C(C)(C)C)CC1 (stereo not drawn)	-12%	0	/	/	/	/	-17%
45	O=C(Nc1ccccc1F)N1CC(c2nc(CCOCC3CC3)no2)C1	-5%	3	0%	i	-12%	0%	-6%
46	CCNC(=O)c1noc(-c2cc(C(C)C)c(O)cc2O)c1-c1ccc(CN2CCOCC2)cc1	-36%&-8%	-1	/	?	/	/	?
47	COc1ccc(C(=O)NCCn2ccn3nc(-c4cc(C)ccc4C)cc3c2=O)cc1OC	-1%	-6	?	i	?	-12%	17%
48	COc1cccc(CNC(=O)[C@@H]2C[C@@H](O)CN2C2CCN(C(=O)c3nccn3C)CC2)c1	12%	-6	-8%	i	-11%	-8%	27%
49	CCC(=O)NC[C@@H]1CC[C@H]2C[C@@H]1C2(C)C	-2%[87.6 µM]	4	-11%[230 µM]	i	-27%[174 µM]	-9%[230 µM]	7%[87.6 µM]
50	COc1ccccc1-c1ccc(CN2CCC(NC(=O)c3ccc(Cl)nc3)C2)cc1 (stereo not drawn)	/	8	50µM*	/	?	/	/
51	COc1cccc(NC(c2nnc(-c3ccccc3)o2)c2ccc(F)cc2Cl)c1 (stereo not drawn)	6%	1	/	/	/	/	7%
52	O=[S+]1([O-])NCC2(CCN(CC3CC3)CC2)Oc2ncccc21	-11%	24	3%	i	i	/	1%
53	Cc1ccc(NC(=O)C2CCc3ncc(-c4ccsc4)n3C2)cc1C (stereo not drawn)	3%	17	?	i	?	-1%	-7%
54	COc1ccccc1CCC(=O)N1[C@@H]2CC[C@H]1CC(NC(=O)c1ccncc1)C2 (stereo partly drawn)	4%	12	-4%	i	-16%	4%	4%
55	COc1ccccc1-c1[nH]nc2ncc(-c3ccccc3F)nc12	29%[87.6 µM]	32	?	0%[88.5 µM]	35µM*	-4%[172 µM]	-16%[87.6 µM]
56	CC1=C(c2ccc(Cl)cc2)S(=O)(=O)N=C1N1CCN(c2cccc(C)c2)C(C)C1 (stereo not drawn)	-6%	4	/	/	/	/	3%
57	Cc1cc(C(=O)N2CC(c3nnc(-c4ccncc4)o3)C3(CCOCC3)C2)nn1C (stereo not drawn)	3%	5	-4%	3%	?	-11%	10%

# Some of the entries so far, with values under each structure.
# Screens in order – SNCA viab count, IP6K1 inhibitor, HEK cytotox, GPT2 inh, NIH3T3 tox, FLuc inh, SNCA expr inh
43	CCOC(=O)C1=C(C)N=C2SC=C(CC(=O)N3CCCC3)N2C1c1cccc(F)c1 (stereo not drawn)
    0%, -4, ?, i, -20%, -10%, -13%
23	COc1ccccc1Cn1c(=O)c(C(=O)N2CCN(C(=O)Nc3ccc(Cl)cc3)CC2)nc2cccnc21
    -14%[12.5 µM], 0, ?, 1%, ?, /, -4%
41	COc1ccccc1CNC(=O)Cn1c(=O)oc2ccccc21
    -3%, 2, /, /, /, /, 12%
3	Cc1nn(CCC#N)c(C)c1[C@@H]1C=C[C@@H](NCc2ccc(C(C)C)cc2)C1
    -13%[87.6 µM], 1, 71µM*, i, ?, 9%[172 µM], -21%[87.6 µM]
31	Cc1ccccc1NC(=O)Cn1nnc(C(=O)NCCc2ccccc2)c1N
    16%, 11, /, /, /, /, 50%[activator]
39	CCN1CCCC2(Cc3ccccc3CN(C(=O)c3ccccc3)C2)C1 (stereo not drawn)
    -9%, -2, ?, 2%, ?, /, 34%[activator]
16	COc1ccc(NC(=O)c2cc(C3CC3)nc3c2c(C)nn3-c2ccccc2)c(OC)c1
    -1%, 18, /, /, /, /, -12%
